Source: PubChem (NCI)
All columns: NCI-60 one-dose screen, growth in % after 48 h at 10 µM unless noted; 100 = growth as untreated, 0 = no growth, -100 = all killed.
UACC-62: UACC-62 melanoma; hit rate 5.4% among 81,000; AID 1794756
M14: M14 melanoma. hit rate 6.2% among 80,000
UACC-257: UACC-257 melanoma; AID 1794764; hit rate 4.4% among 78,000
MALME-3M: MALME-3M melanoma | hit rate 5.8% among 78,000
EKVX: EKVX NSCLC; hit rate 3% among 71,000
HOP-62: HOP-62 NSCLC; hit rate 3.9% among 80,000; AID 1794735
A549/ATCC: A549/ATCC NSCLC; AID 1794740; hit rate 3.7% among 81,000
HOP-92: HOP-92 NSCLC cells; hit rate 6.3% among 71,000
* = called active by the depositor; / = no result given; & = joins results of further samples; ! = not active in a repeat. How the source made its calls: active means growth percent below 10; inactive means the rest. This is a random part of the collection, and some 10% of all compounds hit somewhere here.

SMILES	UACC-62	M14	UACC-257	MALME-3M	EKVX	HOP-62	A549/ATCC	HOP-92
COc1cc(/C=C2\CCC/C(=C\c3ccc(OCC4CO4)c(OC)c3)C2=O)ccc1OCC1CO1 (stereo not drawn)	3.6*	2.8*	35	26	/	29	21	/
COc1ccc(NC(=O)COc2ccc(/C=C3/Oc4cc(OC)ccc4C3=O)cc2OC)cc1	88	101	104	129	107	96	99	96
CCCCCCC(C)OC(=O)Nc1cccc2ccccc12 (stereo not drawn)	83	99	93	99	96	93	94	62
CCCCC(=O)N(CC)CC	113	109	103	102	101	127	102	/
NC(=O)c1cnccc1/C=C/c1ccccc1	99	108	113	/	112	111	100	121
COc1ccc(NC(=S)Nc2ccc(OC)cc2)cc1	108	101	106	105	117	121	104	87
COc1ccccc1C(=O)NNC(=O)CSc1nc2c(c(=O)[nH]1)CCCC2	95	101	107	96	92	94	106	86
O=c1[nH]c2c3ccncc3cc(-c3cccc(Cl)c3)c2c2cnccc12	/	55	49	69	75	0.2*	27	5.6*
CCC[C@@H]1O[C@](O)(CCN)[C@H](O)N(CCCN)C1=O	94	99	82	112	91	89	81	80
O=C1/C(=C/c2ccc(F)cc2)CN(Cc2cn(CCNc3ccnc4cc(Cl)ccc34)nn2)C/C1=C\c1ccc(F)cc1	/	-50*	-72*	-81*	/	-55*	-31*	-50*
COc1ccc(-c2nnc(SC/C(=N\O)c3ccc(Cl)cc3)o2)cc1	73	107	118	130	90	108	86	110
Cn1c(NN)nc(-c2ccco2)c(C#N)c1=O	102	104	97	103	99	81	104	90

4 entries drawn at random from those above, as already listed:
SMILES	UACC-62	M14	UACC-257	MALME-3M	EKVX	HOP-62	A549/ATCC	HOP-92
CCC[C@@H]1O[C@](O)(CCN)[C@H](O)N(CCCN)C1=O	94	99	82	112	91	89	81	80
O=C1/C(=C/c2ccc(F)cc2)CN(Cc2cn(CCNc3ccnc4cc(Cl)ccc34)nn2)C/C1=C\c1ccc(F)cc1	/	-50*	-72*	-81*	/	-55*	-31*	-50*
COc1cc(/C=C2\CCC/C(=C\c3ccc(OCC4CO4)c(OC)c3)C2=O)ccc1OCC1CO1 (stereo not drawn)	3.6*	2.8*	35	26	/	29	21	/
COc1ccc(NC(=O)COc2ccc(/C=C3/Oc4cc(OC)ccc4C3=O)cc2OC)cc1	88	101	104	129	107	96	99	96

Next section
SMILES	UACC-62	M14	UACC-257	MALME-3M	EKVX	HOP-62	A549/ATCC	HOP-92
O=c1[nH]c2ccc(Cl)cc2cc1CSc1nccc(-c2ccc(-c3ccccc3)cc2)n1	84	84	93	93	89	83	91	95
CN(C)S(=O)(=O)c1ccc(-c2nc(C(Cl)Cl)nc3cc(-c4ccc(F)cc4)nn23)cc1	26	2.0*	52	-12*	23	9.7*	7.5*	15
Cn1c(=O)c2c(nc(Cl)n2CCl)n(C)c1=O	95	12	85	76	112	115	106	98
O=C(O)c1ccc(-c2nn(-c3ccc(C(=O)O)cc3)cc2/C=N/Nc2ccccc2F)cc1	52	89	82	117	85	94	75	85
C=CCOC(=O)C1=C(C)NC2=C(C(=O)CCC2)C1c1ccc(F)cc1 (stereo not drawn)	81	96	93	111	102	86	97	/
O=C(Nc1cccc(-n2ccc3c(NC(=O)c4ccccc4)nccc32)c1)c1ccc(Cl)c(C(F)(F)F)c1	5.5*!	-30*!	65	-35*	87&38	-50*!	37	-13*
CCCCCC[C@H]([C@H](C)O)n1cnc2c(N)ncnc21	87	124	103	85	102	106	100	44
COc1ccc(/C=N\NC(=O)c2ccc(-c3nc4ccc(C)cc4[nH]3)cc2)cc1	99	99	108	104	107	96	107	84
CCCCCCCCC[N+]12CC[N+](CCCCCCCCC)(CC1)CC2	98	108	88	95	/	99	96	99
S=C(Nc1ccccc1)Nc1ccc(Nc2ncnc3sc4c(c23)CCOC4)cc1	53	89	97	107	84	75	75	76
CCCCC(=O)OCC1OC(n2cnc3c(=S)nc[nH]c32)C(OC(=O)CCCC)C1OC(=O)CCCC (stereo not drawn)	7.4*	10	/	50	31	25	40	20
CC(C)C(C)(C)C(=O)C(C)(C)C(C)(C)C	102	114	93	93	/	103	93	88
Cc1cccc(-c2cc(O)c(C(=O)N3CCOCC3)s2)c1	35	/	53	53	59	38	38	74
C/C(=C(/c1ccc(Cl)cc1)c1ccc(OCCN2CCCC2)cc1)c1ccccc1	49	28	45	62	55	90	67	84
COC(=O)COc1ccc(Cl)cc1	102	98	111	128	121	110	108	41
Cc1nc(N)cc(=O)[nH]1	/	108	/	105	100	102	101	97
O=C1Nc2ccccc2/C1=N/N=C/c1ccc(OC2OC(CO)C(O)C(O)C2O)cc1 (stereo not drawn)	101	108	106	101	100	103	102	111
CC(C)(C)OC(=O)N1C=CC(=O)[C@@H](O[Si](c2ccccc2)(c2ccccc2)C(C)(C)C)[C@H]1/C=C/c1ccccc1	72	95	84	90	90	100	87	70
C=CCCC(C)CC (stereo not drawn)	97	99	68	128	/	98	84	106
O=C1c2cccc(S(=O)(=O)O)c2C(=O)c2cccc([N+](=O)[O-])c21	96	100	93	91	111	93	85	79
O=C1c2ccccc2C[C@]12C(c1ccccc1)=NOS2=O (stereo partly drawn)	78	89	91	98	86	95	89	81
CC(=O)Nc1nc2[nH]ccc2c(=O)[nH]1	106	103	92	109	/	97	101	82
O=C(N/N=C/c1ccccc1)N/N=C/c1ccccc1	101&101	115&123	106&90	107&94	101&104	117&104	104&102	90&100
COc1cc(C(=O)n2nc(N3CCOCC3)c3ccc(-n4cccc4)cc32)cc(OC)c1OC	60	66	105	65	65	71	53	28
O=C(O)CCNC(=O)c1ccccc1	109	113	110	110	113	106	103	/
COC(=O)Cn1c(=O)c2cc(Cl)ccc2c2cnc3[nH]ccc3c21	86	84	98	101	79	73	92	83
CNC(=O)c1cc(-n2ccc3cc(NC(=O)c4ccc(Cl)c(Cl)c4)ccc32)ccn1	87	101	91	64	82	33	77	84
CCN(CC)CCCC(C)Nc1c(C)cnc2c(OC)cccc12 (stereo not drawn)	102	104	111	118	91	102	101	95
CCn1c(NNC(=S)Nc2ccc(F)cc2)nc2c1c(=O)n(C)c(=O)n2C	102	100	103	107	103	99	106	99
N#CCCc1ccc(O)cc1	102	108	/	108	/	104	/	108
O=C(CC1(O)C(=O)Nc2ccccc21)c1ccc(NS(=O)(=O)c2ccccc2)cc1 (stereo not drawn)	97	107	99	97	94	102	100	106
CC12CCCC(=O)N1c1ccccc1-c1nnnn12 (stereo not drawn)	91	94	106	93	94	87	102	90
CCOC(=O)C1=C(N)N(c2ccccc2)C2=C(C(=O)CC(C)(C)C2)C1c1ccccc1OC (stereo not drawn)	80	111	107	91	92	102	103	114
CC1CCCCC1C(O)(C(=O)O)C1CCCCC1C (stereo not drawn)	98	101	98	95	/	89	106	/
COC1OC(CO)C2OC(C)(C)OC12 (stereo not drawn)	104	105	95	94	/	102	99	66
Cc1ccc(-c2nc3ccc(Cl)cn3c2NC2CCCCC2)o1	72	101	/	/	81	87	79	73
O=C(O)c1c(Sc2ccc(F)cc2)c(=O)[nH]c2ccc(Cl)cc12	95	94	92	89	102	86	103	89
CC(=O)CC(=O)Nc1c(C#N)nnn1-c1ccc(S(N)(=O)=O)cc1	88	97	92	100	83	78	84	82
CCCC(=O)OCC(C)(C)COC(=O)CCC	105	107	94	/	/	95	103	99
OCC1OC(OCC2OC(OC3(CO)OC(CO)C(O)C3O)C(O)C(O)C2O)C(O)C(O)C1O (stereo not drawn)	102	95	104	/	/	100	107	97
CC(=O)Nc1ccc(/C=C/c2cc[n+](C)cc2)cc1	95	101	106	89	100	98	97	86
O=C(NC(=S)Nc1cc(Cl)ccc1O)c1cccc(Br)c1	54	64	77	/	69	60	60	67
CC(=O)NCCCC[C@@H](NC(=O)OC(C)(C)C)C(=O)Nc1ccc(Cn2cc(F)c(=O)[nH]c2=O)cc1	100	104	100	107	106	102	102	110
CCOc1cc(/C=N/NC(=O)N(c2ccccc2)c2ccccc2)ccc1O	102	95	/	94	/	94	101	66
CCOC(=O)c1c(C)nc2c(c1N)CC(=O)N2Cc1cccc(OC)c1	92	112	103	104	91	87	87	88
COc1cc(C2CC(c3ccc(Nc4ccnc5cc(Cl)ccc45)cc3)=NN2c2ccccc2)cc(OC)c1OC (stereo not drawn)	50	55	85	46	/	73	65	53
c1nc(C2OCCO2)sc1CN1CCCCC1	108	98	112	104	99	103	110	84
COc1ccc(Cn2c(-c3nonc3N)nc3cc(C(F)(F)F)ccc32)cc1	84	88	81	84	/	65	67	67

One compound at a time, from the list above. Order of values: UACC-62, M14, UACC-257, MALME-3M, EKVX, HOP-62, A549/ATCC, HOP-92
`O=C1c2ccccc2C[C@]12C(c1ccccc1)=NOS2=O` (stereo partly drawn) reads 78, 89, 91, 98, 86, 95, 89, 81
`O=C1c2cccc(S(=O)(=O)O)c2C(=O)c2cccc([N+](=O)[O-])c21` reads 96, 100, 93, 91, 111, 93, 85, 79
`NC(=O)c1cnccc1/C=C/c1ccccc1` reads 99, 108, 113, /, 112, 111, 100, 121
`O=C(Nc1cccc(-n2ccc3c(NC(=O)c4ccccc4)nccc32)c1)c1ccc(Cl)c(C(F)(F)F)c1` reads 5.5*!, -30*!, 65, -35*, 87&38, -50*!, 37, -13*
`CC(=O)NCCCC[C@@H](NC(=O)OC(C)(C)C)C(=O)Nc1ccc(Cn2cc(F)c(=O)[nH]c2=O)cc1` reads 100, 104, 100, 107, 106, 102, 102, 110

Next section:
SMILES	UACC-62	M14	UACC-257	MALME-3M	EKVX	HOP-62	A549/ATCC	HOP-92
CSc1c(C#N)c(N)nc2c3c(=N)n4c(nc3nn12)sc1cc(Cl)c(Cl)cc14	101	115	122	110	72	111	110	95
COc1ccc(C(=O)N2c3ccccc3Sc3ccccc32)c(OC)c1	14	-9.5*	77	67	34	48	31	31
NNC(=O)COc1ccc(-c2nc3ccc([N+](=O)[O-])cc3[nH]2)cc1	88	97	102	87	93	87	102	87
C[N+]1=C(/C=C/c2ccccc2Cl)C(C)(C)c2ccccc21	92	98	92	98	97	99	93	90
Cc1cccc(C(=O)C(=O)c2cccc(C)c2C)c1C	98	117	111	111	119	109	104	/
Cc1ccc(C(c2c(O)c3cc(C)ccc3[nH]c2=O)c2c(O)c3cc(C)ccc3[nH]c2=O)cc1	94	95	87	104	84	/	85	77
O=S(=O)(O)c1ccc(N=Nc2ccccc2)cc1	97	97	91	92	/	91	95	96
CSc1nc(=O)[nH]nc1Sc1ccccc1	99	108	88	106	99	103	97	82
O=C(C1CCCCC1)N1CCN(C(=O)C2CCCCC2)CC1	101	107	99	98	102	97	105	110
COc1ccc(/C=C/c2nc(Nc3ccc(S(=O)(=O)N=C(N)N)cc3)c3ccccc3n2)cc1	69	94	94	102	97	87	64	87
Clc1ccc(N/N=C(\c2ccccc2)c2ccccn2)nc1	-18*	-6.5*	-7.6*	20	15	/	3.5*	31
O=S(=O)(O)CNc1ccccc1	94	100	92	104	103	99	102	84
CCC(=O)c1cc(C(=O)OC)c2c3ccccc3c3ccccc3n12	62	93	127	115	102	135	108	61
Cc1cc(C)cc(NC2=C(Cl)C(=O)c3nc(C)ccc3C2=O)c1	93	73	30	76	55	101	74	118
CC(=O)O[C@@H]1C[C@@]2(C)[C@@H](CC[C@]2(O)C(C)=O)[C@@H]2CC[C@@H]3[C@@H](Cl)C(=O)CC[C@]3(C)[C@H]21	98	105	98	91	92	98	92	/
CCOC(=O)CCC(NC(=O)OCc1ccccc1)C(=O)NC(CCC(=O)OCC)C(=O)NNC(=O)OC(C)(C)C (stereo not drawn)	101	102	109	96	100	93	100	95
COc1cc(/C=C/c2c(-c3ccc(F)cc3)nc3sc(-c4ccccc4)c(-c4ccccc4)n23)cc(OC)c1OC	75	89	87	78	/	94	90	55
COc1ccc(OC)c(CCn2cncc2-c2c[nH]c3cc(F)ccc23)c1	60	56	66	69	63	76	73	69
Cc1ccccc1CN1C2=NCCN2C(=O)C2=C1CCN(S(=O)(=O)c1ccc(Cl)c(S(N)(=O)=O)c1)C2	96	127	106	112	109	119	104	76
CCOC(=O)C(C(=O)OCC)C(=O)C(C)(C)C	103	105	109	104	99	/	114	100
Clc1cccc(/C=C/c2nn3c(-c4ccncc4)nnc3s2)c1	99	76	119	99	99	108	103	113
CC(=O)OC1CC(n2cc(F)c(=O)[nH]c2=O)OC1CO (stereo not drawn)	25	14	42	89	80	36	12	62
Cc1cc(C)c(S(=O)(=O)n2ccnc2)c(C)c1	102	115	73	113	/	112	93	104
CC1(C)[C@H]2CC[C@@]1(C)C(=O)C2	99	93	96	107	106	68	94	/
Nc1ccc(Cl)c([N+](=O)[O-])c1	80	96	95	119	92	101	98	94
CCC(/C=C\C(C)C1CCC2C3CC=C4CC(O)CCC4(C)C3CCC12C)C(C)C (stereo not drawn)	96	114	106	76	83	105	96	/
c1ccc(Nc2nnc(Nc3ccccc3)s2)cc1	92	98	130	95	97	125	109	104
COc1ccc2c(c1)-n1c(C)cc(=O)n1CC(=O)N2	103	95	/	104	102	94	88	148
CCCCOc1ccc([N+](=O)[O-])cn1	108	100	105	108	103	87	103	/
COC(=O)[C@H](Cc1ccc(O)cc1)NC(=O)C1(C)CCC[C@]2(C)[C@H]3C[C@H]4C(C(C)C)=C[C@]3(CC[C@@H]12)[C@@H]1C(=O)CCC(=O)[C@@H]14 (stereo partly drawn)	80	99	95	87	94	97	102	91
Cc1[nH]nc2c1C(c1cc3ccc(Cl)cc3nc1Cl)C(C#N)=C(N)O2 (stereo not drawn)	76	89	102	93	104	93	102	101
CCn1cc(C(=O)O)c(=O)c2cc(F)c(N3CCN(C(=O)CCO[N+](=O)[O-])CC3)cc21	109	100	104	89	97	94	103	92
COc1ccc(Cn2cc(CNC(=O)c3cccnc3Nc3ccc(OC)cc3)nn2)cc1	88	105	115	/	90	98	92	105
COC1=C(S(N)(=O)=O)C2NS(=O)(=O)c3cnccc3N2C=C1 (stereo not drawn)	98	105	98	/	93	94	104	78
